# RORgamma inh = inhibitors of mouse ROR gamma transcriptional activity; P51450; Drosophila S2 Gal4-RORgamma UAS-luciferase reporter, 20 h; Potency, µM (top dose mostly 53.6 µM), inactives show top-dose activity change, negative = inhibition, most hits filed as inhibitors; 310,000 compounds, 5.4% hits; AID 2551; note: potency is the fitted concentration of half-maximal effect; % is set by controls: 0 for no effect and ±100 for the full control effect; nearly all actives have a fitted effect of over 60% in size
#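 Stable Schneider cell line, Gal4 DNA-binding domain fused to ROR gamma, UAS-luciferase. Cmpd 1 hr RT → CuSO4 700 uM final → 20 hr RT → luciferase reagent 10 min → luminescence.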
# p53 reactivation = re-activators of mutant p53; AID 504706; H1299 p53-A138V BP100-luciferase reporter, luminescence, 24 h; Potency, µM (series often up to 92.2 µM), inactives show top-dose activity change, positive = activation, most hits filed as activators; 320,000 compounds, 0.063% hits; note: potency is the fitted concentration of half-maximal effect; % of control where 0% means no effect; nearly all actives have a fitted effect of over 45% in size
#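 p53-null H1299 cells stably carrying temperature-sensitive p53-A138V and a BP100-luciferase reporter were pinned with compounds (4-point, 1:5 series) and held 24 hrs at 37 deg C. Luminescence was read 10 min after detection reagent.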
# FLuc modulator = counter-screen for miR-21 project: firefly luciferase inhibitors or activators; P08659; purified FLuc, Km substrates, luminescence inhibition; Potency, µM (highest dose often 57.5 µM), inactives show at the top dose activity change, negative = inhibition, most hits filed as inhibitors; 360,000 compounds, 6.9% hits; AID 588342;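 note: potency is the fitted concentration of half-maximal effect; plate controls were vehicle for no effect and reference inhibitor for full effect; nearly all actives have a fitted effect of over 55% in size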
#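 Purified P. pyralis luciferase (10nM final) with 10uM D-luciferin and 10uM ATP (Km levels) in 50mM Tris acetate pH 7.5, 10mM Mg acetate, 0.01% Tween-20, 0.05% BSA; qHTS 6-point titration, ~60 µM downward; luminescence read.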
# Tb PFK inh = inhibitors of T. brucei phosphofructokinase; O15648; T. brucei PFK, ADP-Glo luminescence; Potency, µM (highest dose often 57.5 µM), for inactives: at the highest dose activity, negative = inhibition, usual class: inhibitors; 330,000 compounds, 0.17% hits; AID 485367;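 note: potency is the fitted concentration of half-maximal effect; 0% = uninhibited 1x PFK enzyme wells and -100% = no-enzyme wells; nearly all actives have a fitted effect of over 60% in size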
#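 PFK 1.25 nM, F6P 0.5 mM, ATP 0.1 mM, 0.1 M TEA pH 8.0, 5 mM MgCl2, 0.01% Tween20, 0.1% BSA; 45 min RT. ADP-Glo readout. qHTS titration up to 57 uM; curves fitted, compounds curve-classed.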
# NPC1 promoter act = activates the NPC1 promoter. Huh7 NPC1 promoter luciferase reporter, 24 h. Potency, µM (doses to about 9.22 µM), without a hit: at the top dose activation, most hits filed as activators. 320,000 compounds, 2.4% hits;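 note: potency is the fitted concentration of half-maximal effect; % of control where 0% means no effect; nearly all actives have a fitted effect of over 60% in size; reporter is driven by a mutant NPC1 promoter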
#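 Huh7 cells stably carrying NPC1 promoter–luciferase, plated in Opti-MEM with 10% FBS for 2 h, were exposed to compound in DMSO for 24 h at 37 °C; luciferase reagent was added for 10 min and luminescence read.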
# BRCA1 expr up = BRCA1 expression activation; MCF7-BRCA1-FFLuc reporter, luminescence, 48 h; response scale: scaled: vehicle 0%, 10 µM genistein 100%; Potency, µM (doses to about 46.1 µM), without a hit: at the top dose activation, most hits filed as activators; 380,000 compounds, 1.1% hits; AID 624202; note: potency is the fitted concentration of half-maximal effect; nearly all actives have a fitted effect of over 80% in size; some results filed as inactive show a strong effect at the top dose
#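 MCF7 cells carrying a BRCA1-firefly luciferase reporter (2000 cells/well, phenol-red free MEM) were attached for 2 h at 37 °C, then given compounds for 48 h. Luminescence was read 15 min after luciferase reagent; activity normalized to genistein (10 microM) and DMSO.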
# ELG1 repair inh = blocks ELG1-dependent DNA repair in HEK293T cells; AID 504467; HEK293T ELG1-luciferase reporter, luminescence, 16 h; DNA damage induced by 5-fluorouridine; Potency, µM (series often up to 46.1 µM), for inactives: top-dose activity change, negative = inhibition, actives largely listed as inhibitors; 330,000 compounds, 2.3% hits; note: potency is the fitted concentration of half-maximal effect; % is set by controls: 0 for no effect and ±100 for the full control effect; nearly all actives have a fitted effect of over 55% in size
#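 5-Fluorouridine DNA damage + compound/DMSO, 2,000 cells/well, 16 h, 37 °C/5% CO2. ONE-Glo, 30 min RT, luminescence. Readout = decrease in reporter signal.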
# TRPV1 ag = activates the human vanilloid receptor TRPV1; 320,000 compounds, 0.19% hits; AID 540275; Q8NER1; activation, % at 8.33 µM; TRPV1-expressing cells, Fluo-8 calcium influx, agonist mode; in the data active = activation above about 80%; inconclusive = between about 30% and that limit; note: 0% is about no effect
# Target sequence (Q8NER1 whole entry, looked up): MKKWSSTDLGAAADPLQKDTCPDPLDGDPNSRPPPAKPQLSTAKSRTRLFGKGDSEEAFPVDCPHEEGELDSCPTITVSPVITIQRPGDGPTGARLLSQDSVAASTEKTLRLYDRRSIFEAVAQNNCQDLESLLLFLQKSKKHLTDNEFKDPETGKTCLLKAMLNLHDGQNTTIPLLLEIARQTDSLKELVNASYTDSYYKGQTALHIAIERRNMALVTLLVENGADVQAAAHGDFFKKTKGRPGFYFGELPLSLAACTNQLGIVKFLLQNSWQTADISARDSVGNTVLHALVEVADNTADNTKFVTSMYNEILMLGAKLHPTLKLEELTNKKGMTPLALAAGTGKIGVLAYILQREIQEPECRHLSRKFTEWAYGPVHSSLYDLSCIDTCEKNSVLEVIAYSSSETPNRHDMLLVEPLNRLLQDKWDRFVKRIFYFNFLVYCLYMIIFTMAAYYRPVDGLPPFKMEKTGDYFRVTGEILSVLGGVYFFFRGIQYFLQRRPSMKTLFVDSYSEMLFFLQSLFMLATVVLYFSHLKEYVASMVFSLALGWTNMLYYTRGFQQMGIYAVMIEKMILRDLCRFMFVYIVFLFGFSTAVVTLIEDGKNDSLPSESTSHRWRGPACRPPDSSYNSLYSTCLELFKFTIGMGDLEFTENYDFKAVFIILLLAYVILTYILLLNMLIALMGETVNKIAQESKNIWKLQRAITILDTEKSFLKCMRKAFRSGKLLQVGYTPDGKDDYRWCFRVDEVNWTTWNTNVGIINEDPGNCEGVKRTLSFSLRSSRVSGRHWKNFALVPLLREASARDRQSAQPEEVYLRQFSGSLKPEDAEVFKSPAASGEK
#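 TRPV1-expressing cells were cultured overnight at 35.5C and loaded with Fluo-8 calcium dye for 40 to 90 min at room temperature. After a 10 s baseline, compound was added and calcium influx was read kinetically for 3 min (ex 480/em 520 nm).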
# Rab9 promoter act = activates the Rab9 promoter; Huh7 Rab9 promoter-luciferase reporter, luminescence, 24 h; Potency, µM (titrated, usually from 9.22 µM), without a hit: at the top dose activation, negative = inhibition, most hits filed as activators; 320,000 compounds, 2.8% hits; AID 485297; note: potency is the fitted concentration of half-maximal effect; % of control where 0% means no effect; nearly all actives have a fitted effect of over 60% in size
#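 Rab9 promoter-driven luciferase in stably transfected Huh7 cells; 1500 cells/well rested 2 h, exposed to compound in DMSO for 24 h at 37 °C, 5% CO2. Luminescence read 10 min after adding luciferase reagent at ambient temperature.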
# VP16 counter = Gal4-VP16 reporter inhibition counter-screen. Drosophila S2 Gal4-VP16 UAS-luciferase, luminescence, 20 h. Potency, µM (doses to about 53.6 µM), for inactives: top-dose activity, negative = inhibition, actives largely listed as inhibitors. 310,000 compounds, 3.5% hits. AID 2546;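 note: Gal4-VP16 expression switched on by copper sulfate through the metallothionein promoter; potency is the fitted concentration of half-maximal effect; % is set by controls: 0 for no effect and ±100 for the full control effect; nearly all actives have a fitted effect of over 50% in size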
# ELG1 genotoxic = inducers of genotoxicity in HEK293T ELG1-luciferase cells | AID 504466 | 330,000 compounds, 1.3% hits | Potency, µM (titrated, usually from 46 µM), for the others: at the top dose activity change, positive = activation, usual class: activators | HEK293T ELG1-luciferase reporter, luminescence, 16 h; note: potency is the fitted concentration of half-maximal effect; % of control where 0% means no effect; nearly all actives have a fitted effect of over 60% in size
#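 16 hr compound incubation (37 °C, 5% CO2) of HEK293T cells carrying luciferase-tagged ELG1; luciferase then measured by ONE-Glo luminescence after 30 min at RT.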
# Starred values were filed as active, the others as inactive; ? = inconclusive; / = not tested or not shown; [ ] = another dose, or the depositor's remark. Unless noted, calls come from the whole dose curve; as a rule, active = well fitted curve in the direction sought with a large enough effect; inconclusive = small, poorly fitted or top-dose-only effect, or another doubt; inactive = no such curve, though single readings can be large; an effect the other way counts as inactive or inconclusive.
item	compound	Tb PFK inh	RORgamma inh	FLuc modulator	ELG1 genotoxic	p53 reactivation	NPC1 promoter act
1	Cc1ccc(N(C(=O)CCC(=O)Nc2cc(C)on2)C(C(=O)NC2CCCC2)c2cccs2)cc1 (centres undefined)	1%	10%	0%	0%	1%	-2%
2	CCCn1c(=N)n(CC(O)COc2ccc(C)cc2)c2ccccc21 (centres undefined)	1%	28%	-2%	-19%	-4%	-3%
3	COc1ccccc1Cc1nnc(NC(=O)C2CCN(C(=O)c3ccco3)CC2)s1	-1%	41%	-2%	-10%	-2%	-1%
4	COC(=O)C1Cc2c([nH]c3ccccc23)C(C)N1 (centres undefined)	-11%	-15%	1%	2%	3%	-2%
5	CC(OC(=O)c1cnccn1)C(=O)c1ccccc1 (centres undefined)	-1%	/	5%	-1%	2%	0%
6	O=C1NC(=O)C2(CCC(C(=O)O)C2)N1 (centres undefined)	-4%	-27%	2%	4%	48%	-2%
7	CCOC(=O)c1sc(=S)n(-c2ccc(OC)cc2)c1N	1%	25%	0%	1%	1%	-2%
8	CC(C)(C)n1nc2c(c1NC(=O)c1ccc(S(=O)(=O)N3CCCCC3)cc1)CS(=O)C2 (centres undefined)	-11%	8%	6%	-4%	-3%	1%
9	CC1CCCN(S(=O)(=O)c2ccc(NC(=O)Cn3nnc(-c4ccccc4F)n3)cc2)C1 (centres undefined)	0%	56%	2%	-3%	5%	2%
10	O=C(CSc1nc2scc(-c3ccccc3)c2c(=O)[nH]1)Nc1ccccc1	-1%	-2%	2%	-8%	-25%	2%

item	TRPV1 ag	Rab9 promoter act	VP16 counter	BRCA1 expr up	ELG1 repair inh
1	19	-11%	-1%	-21%	2%
2	1	-7%	?	-45%	?
3	1	1%	2%	-29%	-6%
4	0	-12%	-4%	-5%	2%
5	-4	-2%	/	2%	0%
6	3	5%	-6%	0%	-11%
7	2	-13%	2%	9%	9%
8	-5	0%	-4%	-24%	?
9	3	-3%	2%	-38%	-26%
10	-5	-2%	?	-67%	?

# Carrying on:
item	compound	Tb PFK inh	RORgamma inh	FLuc modulator	ELG1 genotoxic	p53 reactivation	NPC1 promoter act
11	CC1(C)Cc2c(C#N)c(N3CCN(C(=O)c4ccco4)CC3)nc(Cc3ccccc3)c2CO1	4%	15%	5%	-23%	-4%	-1%
12	Cc1ccc(Sc2ccc([N+](=O)[O-])cc2[N+](=O)[O-])nc1	0%	-43%	0%	0%	-12%	0%
13	CCCOc1cccc(C(=O)N(Cc2ccco2)C2CCS(=O)(=O)C2)c1 (centres undefined)	0%	-19%	0%	2%	-7%	0%
14	CCOc1cc(C(=O)Nc2cccc3ncccc23)cc(OCC)c1OCC	1%	-16%	4%	2%	-4%	-1%
15	CC1CCC2(CC1)NC(=O)N(CC(=O)Nc1ccc(N3CCOCC3)cc1)C2=O (centres undefined)	2%	8%	-1%	1%	-10%	-1%
16	CC(C)(C)NS(=O)(=O)c1ccc(N2C(=O)c3ccccc3C2=O)cc1	0%	23%	5%	-1%	-3%	-5%
17	Cc1ccc(CNC(=S)Nc2cc(C)ccc2OC(F)F)cc1	-1%	4.5µM*	-6%	1%	-11%	-4%
18	COc1ccc(CC(=O)NCCc2ccc(S(N)(=O)=O)cc2)cc1	-3%	-21%	-1%	0%	1%	1%
19	COc1cccc(CN(C)C(=O)c2ccccc2Sc2ccccc2C#N)c1	-2%	27%	-8%	-8%	-3%	-2%
20	O=C(O)C1CC(=O)N(c2ccc(OCc3c(F)cccc3Cl)cc2)C1 (centres undefined)	-5%	?	-15%	-6%	-7%	-4%

item	TRPV1 ag	Rab9 promoter act	VP16 counter	BRCA1 expr up	ELG1 repair inh
11	?	-9%	4%	-12%	?
12	1	0%	?	-1%	15%
13	-4	-3%	-10%	-19%	0%
14	0	0%	9%	-21%	9%
15	-6	1%	-2%	-1%	12%
16	0	2%	-27%	1%[1.84 µM]	-11%
17	?	-1%	?	9%	-2%
18	3	21%	-3%	8%	-11%
19	2	-3%	0%	-38%	-26%
20	-3	-2%	?	-15%	7%

# The list continues:
item	compound	Tb PFK inh	RORgamma inh	FLuc modulator	ELG1 genotoxic	p53 reactivation	NPC1 promoter act
21	CCc1cccc(NC(=O)C2CCCN(c3ncnc4c3nc3n4CCCCC3)C2)c1 (centres undefined)	-4%	?	0%	-14%	?	-5%
22	O=C(CCNC(=O)c1ccccc1Cl)NCc1cccnc1	0%	/	0%	-2%	1%	8%
23	O=Cc1nc(-c2ccccc2Cl)n2ccccc12	-1%	2%	-10%	-14%	-13%	7%
24	CCN1C(=O)/C(=C/C=C2/CCCN2C)OC1=S	-4%	12%	?	?	13%	3.2µM*
25	COc1cccc(NC(=S)N2CCCC2c2ccc(OC)c(OC)c2)c1 (centres undefined)	-3%	?	-14%	8%	15%	7%
26	CC(C)Cn1nc(NC(=O)C2CCCO2)c2cc3ccccc3nc21 (centres undefined)	1%	-23%	-1%	-1%	-12%	0%
27	CCOc1ccc(C2/C(=C(/O)c3ccc4c(c3)CC(C)O4)C(=O)C(=O)N2CCCn2ccnc2)cc1 (centres undefined)	-3%	12%	-3%	0%	-2%	1%
28	COc1ccccc1-n1c(SCC(=O)O)nc2c(sc(=S)n2-c2ccccc2C)c1=O	2%	12%	-2%	1%	3%	1%
29	COc1ccc(OCC(=O)Nc2ccc(N3CCC(C)CC3)cc2)cc1	7%	-22%	-1%	-2%	-1%	1%
30	COc1ccc(CNC(=O)C2=C(C)C(=O)OC23CCC(C)CC3)cc1 (centres undefined)	-2%	28%	-3%	-9%	3%	1%
31	Fc1ccc(NC(=S)NCCc2ccc(Cl)cc2)cc1	0%	1.1µM*	?	-1%	?	1%
32	Cc1ccc(C(=O)N2CCCC(CCC(=O)N3CCN(c4ccccn4)CC3)C2)s1 (centres undefined)	1%	40%	-10%	-9%	-5%	-8%

item	TRPV1 ag	Rab9 promoter act	VP16 counter	BRCA1 expr up	ELG1 repair inh
21	?	-1%	0%	-30%	18µM*
22	-1	-5%	/	-1%	25%
23	5	-2%	-4%[0.365 µM]	-4%	12%
24	6	?	-16%	7.1µM*	?
25	-1	20%	4%	?	-27%
26	?	1%	5%	-18%	-7%
27	0	0%	-2%	65%	0%
28	-4	-7%	-2%	4%	-10%
29	4	-2%	-3%	0%	-2%
30	/	15%	-8%	-1%	?
31	?	17%	3.2µM*	68%	?
32	0	-10%	0%	-25%	?

# A draw from above in order of molar mass, largest number first:
item	compound	Tb PFK inh	RORgamma inh	FLuc modulator	ELG1 genotoxic	p53 reactivation	NPC1 promoter act
27	CCOc1ccc(C2/C(=C(/O)c3ccc4c(c3)CC(C)O4)C(=O)C(=O)N2CCCn2ccnc2)cc1 (centres undefined)	-3%	12%	-3%	0%	-2%	1%
28	COc1ccccc1-n1c(SCC(=O)O)nc2c(sc(=S)n2-c2ccccc2C)c1=O	2%	12%	-2%	1%	3%	1%
32	Cc1ccc(C(=O)N2CCCC(CCC(=O)N3CCN(c4ccccn4)CC3)C2)s1 (centres undefined)	1%	40%	-10%	-9%	-5%	-8%
25	COc1cccc(NC(=S)N2CCCC2c2ccc(OC)c(OC)c2)c1 (centres undefined)	-3%	?	-14%	8%	15%	7%
29	COc1ccc(OCC(=O)Nc2ccc(N3CCC(C)CC3)cc2)cc1	7%	-22%	-1%	-2%	-1%	1%
30	COc1ccc(CNC(=O)C2=C(C)C(=O)OC23CCC(C)CC3)cc1 (centres undefined)	-2%	28%	-3%	-9%	3%	1%
22	O=C(CCNC(=O)c1ccccc1Cl)NCc1cccnc1	0%	/	0%	-2%	1%	8%

item	TRPV1 ag	Rab9 promoter act	VP16 counter	BRCA1 expr up	ELG1 repair inh
27	0	0%	-2%	65%	0%
28	-4	-7%	-2%	4%	-10%
32	0	-10%	0%	-25%	?
25	-1	20%	4%	?	-27%
29	4	-2%	-3%	0%	-2%
30	/	15%	-8%	-1%	?
22	-1	-5%	/	-1%	25%

# Screening results: PubChem BioAssay, National Center for Advancing Translational Sciences (NCATS)
